Compound activity: PubChem BioAssay, National Center for Advancing Translational Sciences (NCATS)
Tau FP inhib: tau fibrillization inhibition (FP); Potency, µM (doses to about 57.7 µM), for inactives: at the highest dose activity, negative = inhibition, hits mostly inhibitors; hit rate 0.39% among 280,000; K18 P301L tau heparin fibrillization, Alexa594 FP, 6 h; note: potency is the fitted concentration of half-maximal effect; % is set by controls: 0 for no effect and ±100 for the full control effect; nearly all actives have a fitted effect of over 55% in size
Target sequence (P10636 561-689 P618L limits assumed): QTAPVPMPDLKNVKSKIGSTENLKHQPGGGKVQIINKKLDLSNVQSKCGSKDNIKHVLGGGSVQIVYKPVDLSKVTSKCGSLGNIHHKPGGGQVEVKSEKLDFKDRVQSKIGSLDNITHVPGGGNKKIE
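Quantitative HTS format: compounds meet 15 uM recombinant K18 P301L tau and Alexa 594-tau tracer in 100 mM sodium acetate pH 7; 20 uM heparin triggers fibrillization at 37 C over 6 hr; FP gives the signal.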
Tau fluor cs: counter-screen for tau fibril formation inhibitors | hit rate 0.93% among 280,000 | Potency, µM (doses to about 57.7 µM), without a hit: top-dose activity change, negative = decrease | tau K18 P301L Alexa594 fluorescence, heparin fibrillization | AID 1463; note: potency is the fitted concentration of half-maximal effect; % is set by controls: 0 for no effect and ±100 for the full control effect; nearly all actives have a fitted effect of over 55% in size
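Human tau K18 P301L (15 uM unlabeled, 0.24 uM Alexa 594-labeled) in 100 mM sodium acetate pH 7 with 20 uM heparin, 6 hr at 37 C. ThT 30 uM added, 1 hr ambient; Alexa 594 FP and total fluorescence read at 555/632 nm.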
NPSR antag: blocks cAMP signaling of the human neuropeptide S receptor; Q6W5P4; CHO-NPSR cells, cAMP TR-FRET, antagonist mode; Potency, µM (top dose mostly 38.3 µM), inactives show at the top dose activity change, negative = inhibition, usual class: inhibitors; hit rate 1% among 220,000; AID 1461; note: potency is the fitted concentration of half-maximal effect; % is set by controls: 0 for no effect and ±100 for the full control effect; nearly all actives have a fitted effect of over 50% in size; many of its hits are not listed in these tables
TRb SRC2 PPI: TRbeta-SRC2 interaction inhibition; AID 1469; P10828; hit rate 0.065% among 280,000; TRbeta-SRC2 peptide binding, fluorescence polarization; receptor liganded with 1 µM T3; Potency, µM (highest dose often 106 µM), for the others: at the top dose activity change, negative = inhibition, usual class: inhibitors;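 note: potency is the fitted concentration of half-maximal effect; plate controls were bound peptide for no effect and peptide without receptor for full effect; nearly all actives have a fitted effect of over 50% in size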
Target sequence (P10828 whole entry, looked up): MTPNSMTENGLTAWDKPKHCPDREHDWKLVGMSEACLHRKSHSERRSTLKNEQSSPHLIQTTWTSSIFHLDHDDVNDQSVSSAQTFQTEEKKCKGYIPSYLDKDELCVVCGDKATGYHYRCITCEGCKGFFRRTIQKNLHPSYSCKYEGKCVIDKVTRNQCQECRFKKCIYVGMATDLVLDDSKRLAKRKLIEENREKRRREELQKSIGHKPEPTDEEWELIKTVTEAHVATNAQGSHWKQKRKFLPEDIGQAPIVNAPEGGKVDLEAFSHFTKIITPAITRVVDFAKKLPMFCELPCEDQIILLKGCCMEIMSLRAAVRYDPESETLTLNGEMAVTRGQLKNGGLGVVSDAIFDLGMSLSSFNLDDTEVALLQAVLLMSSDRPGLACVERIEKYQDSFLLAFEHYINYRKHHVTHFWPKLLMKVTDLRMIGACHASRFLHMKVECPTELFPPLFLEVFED
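A fluorescence polarization screen tested compounds at multiple concentrations against complex formation between 0.6 uM TRb ligand-binding domain and 20 nM Texas Red SRC2 peptide, with 1 uM T3 present; readout after 5 hr.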
TR SRC2 fluor cs: alters Texas Red total fluorescence, flagging assay interference; Potency, µM (top dose mostly 106 µM), for the others: top-dose fluorescence change, negative = quenching; hit rate 0.29% among 280,000; TRb/SRC2 Texas Red total fluorescence interference; AID 1479; active = well fitted curve in either direction with a large enough effect; inconclusive = small, poorly fitted or top-dose-only effect; note: potency is the fitted concentration of half-maximal effect; % is set by controls: 0 for no effect and ±100 for the full control effect
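Flags fluorescent or light-absorbing compounds by total fluorescence, S + 2P, at 555 nm excitation and 632 nm emission. Mixture: 20 nM Texas Red SRC2 peptide, 0.6 uM human TRb LBD, 1 uM T3, 5% DMSO; compound exposure 5 h at ambient temperature.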
GLA spleen mod: alpha-galactosidase A (human) modulation; human spleen homogenate, 4MU-alpha-Gal fluorescence, 40 min; hit rate 0.008% among 240,000; Potency, µM (top dose mostly 80 µM), without a hit: top-dose activity change, negative = inhibition, most hits filed as inhibitors;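 note: potency is the fitted concentration of half-maximal effect; 0% = enzyme with vehicle and -100% = no enzyme basal signal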
Target sequence (P06280 32-429 limits assumed): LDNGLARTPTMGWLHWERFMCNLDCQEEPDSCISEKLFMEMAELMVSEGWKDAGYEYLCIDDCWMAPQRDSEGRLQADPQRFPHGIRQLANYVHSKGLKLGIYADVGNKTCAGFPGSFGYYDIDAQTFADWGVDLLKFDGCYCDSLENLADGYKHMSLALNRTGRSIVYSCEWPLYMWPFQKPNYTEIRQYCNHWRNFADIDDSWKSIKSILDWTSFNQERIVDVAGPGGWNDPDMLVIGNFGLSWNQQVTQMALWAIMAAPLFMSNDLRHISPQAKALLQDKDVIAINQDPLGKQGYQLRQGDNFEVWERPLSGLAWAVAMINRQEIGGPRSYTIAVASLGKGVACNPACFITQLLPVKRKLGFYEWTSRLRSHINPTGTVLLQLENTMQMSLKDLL
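Inhibition or activation of alpha-galactosidase in human spleen homogenate is scored by 4-MU fluorescence after 40 min at 37C, pH 5.0, with 1 mM substrate. AC50s come from concentration-response fitted to the Hill equation.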
Epigenetic derep: epigenetic control regulation, reporter derepression; AID 1865; Potency, µM (titrated, usually from 53.9 µM), for the others: at the top dose GFP activation, most hits filed as activators; murine LDR cells, GFP reporter derepression, 30 h; hit rate 0.2% among 280,000; note: potency is the fitted concentration of half-maximal effect; % of control where 0% means no effect; nearly all actives have a fitted effect of over 60% in size
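Murine LDR cells bearing a silenced CMV-driven GFP reporter were exposed to compound for 30 h at 37 C. After PBS washes, GFP-positive cells (20-120 um objects) counted by laser-scanning microplate cytometry.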
CBFb-RUNX1 inh: CBF-beta/RUNX1 interaction disruption | AlphaScreen CBFb-His/RUNX1-biotin binding, biochemical | Q01196+Q13951 | Potency, µM (series often up to 59.8 µM), inactives show at the highest dose activity, negative = inhibition, most hits filed as inhibitors | 230,000 tested, under 10 active; note: % of control where 0% means no effect
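Interaction loss through any mechanism counts as activity. Pre-formed complex of His-CBF-beta and biotin-RUNX1 (30 nM apiece) is incubated with compound 15 min, then with 50 ng nickel and 50 ng streptavidin beads for 90 min before AlphaScreen detection.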
Numbers without * were called inactive; ? = inconclusive; / = no result given; & = joins results of further samples; [ ] = dose if it differs, or a comment. Unless noted, calls come from the whole dose curve; as a rule, active = well fitted curve in the direction sought with a large enough effect; inconclusive = small, poorly fitted or top-dose-only effect, or another doubt; inactive = no such curve, though single readings can be large; an effect the other way counts as inactive or inconclusive.

SMILES,Tau FP inhib,Tau fluor cs,NPSR antag,TRb SRC2 PPI,TR SRC2 fluor cs,GLA spleen mod,Epigenetic derep,CBFb-RUNX1 inh
Cc1cccc(NC(=O)c2ccc(N3CCCCC3)c([N+](=O)[O-])c2)n1,3%,-24%,-14%[46.1 µM],13%,0%,7%,0.0%,?
N#CC(C#N)=C(N)/C(C#N)=C/c1ccc(O)cc1,12%,9%,18%[46.1 µM],7%,-6%,3%,-1.2%,-1%
COc1cc(NC(=O)CSc2nc3c(C)ccc(C)c3cc2C)c(C(=O)O)cc1OC,5%,-10%,-14%,-6%,2%,7%,-2.2%,10%
CCOC(=O)/C(C#N)=C\c1cn(C)c2ccccc12,9%,1%,35%,-7%[53 µM],-1%[53 µM],-29%,-1.6%,-12%
Clc1ccc(-c2csc3ncnc(N4CCc5ccccc5C4)c23)cc1,-1%,-5%,-27%,2%,1%,-5%,2.0%,0%
C=C(C(=O)c1ccccc1)C(CC(=O)c1ccccc1)c1ccccc1 (stereo not given),5%,-6%,?,5%,-8%,2%,0.0%,-2%
Cc1cccc(S(=O)(=O)c2cn(Cc3ccc(F)cc3)c3cc(N4CCOCC4)c(F)cc3c2=O)c1,-7%,-5%,/,-7%,-4%,/,-1.1%,/
O=C(CN1CCN(c2ncc(C(F)(F)F)cc2Cl)CC1)Nc1ccc2c(c1)OCO2,8%,-17%,-18%[46.1 µM],8%,1%,-4%,0.0%,5%
CC(=O)N1N=C(c2ccc(C)cc2)CC1c1cn(-c2ccccc2)nc1-c1cccs1 (stereo not given),-2%,-22%,/,-7%,100µM*[quencher],/,16%,/
Cc1ccc(NS(=O)(=O)c2ccc(CCC(=O)NCCCOC(C)C)cc2)cc1,4%,-2%,-10%,-3%,-3%,4%,-1.0%,5%
CC1(C)CC(=O)C(C=NCc2ccccn2)=C(O)C1,-3%,-2%,-24%[46.1 µM],-4%,-2%,5%,1.4%,2%
CCc1nc(SC)[nH]c(=O)c1C,-5%,-3%,-2%[46.1 µM],-7%,0%,-7%,3.7%,-1%
CC(NC(=O)c1ccco1)C(=O)OCc1cccc(Cl)c1 (stereo not given),1%,5%,-7%[46.1 µM],-5%,1%,6%,1.2%,-14%
COc1ccc(-c2cn[nH]c2-c2ccc(OCc3ccccc3F)cc2O)cc1OC,?,13µM*[quencher],?,10%,-2%,7%,5.1%,-20%
COc1ccc(CNC(=O)CN(C2CCCCC2)S(C)(=O)=O)cc1,-1%,5%,9%,-5%,1%,-6%,3.7%,-2%
CCCCNC(=O)c1cnc2n(c1=O)CCS2,1%,3%,-6%[46.1 µM],5%,-4%,1%,-1.1%,7%
CCN(CCCNc1ncnc2nc[nH]c12)c1cccc(C)c1,4%,-9%,-22%[46.1 µM],-4%,-1%,1%,-0.8%,-12%
COc1ccc(C(=O)C2CCCN(C(=O)C3=CCCC3)C2)cc1OC (stereo not given),5%,16%[2.34 µM],-9%,1%,-7%,-7%,2.1%,-3%
CCCCNC(=S)Nc1cc(S(=O)(=O)N2CCCCC2)ccc1C,?,?,-18%,-3%,2%,-4%,-2.1%,3%
Cn1c(=O)oc2cc(S(=O)(=O)N3CCCc4ccccc43)ccc21,6%,-9%,-6%[46.1 µM],-13%,0%,2%,2.7%,-2%
CSc1sc(C(=O)Nc2ccc(F)cc2F)c2c1C=CCC2,-4%,-28%,-32%,6%,0%,0%,0.1%,25%
O=C(CSc1ncnc2sccc12)Nc1ccccc1,-7%,-4%,-9%,-3%,-1%,-5%,-0.4%,4%
Cn1c(-c2ccc(C=O)s2)nc2ccccc21,14%,2%,-8%[46.1 µM],-7%,-4%,30%,3.1%,4%
O=C(NCC(=O)N(Cc1ccccc1)C(C(=O)NC1CCCC1)c1cccnc1)c1ccco1 (stereo not given),-2%,-4%,0%[46.1 µM],-16%,-2%,-3%,-1.2%,5%
Cc1ccc(C)c(NC(=O)CCN2C(=O)c3ccccc3Sc3ncccc32)c1,-1%,-8%,/,5%,1%,/,-1.0%,/
COc1cc(O)c(C(CC(=O)N2CCCC(C)C2)c2ccc3c(c2)OCO3)c(OC)c1 (stereo not given),-2%,17%,4%,6%&-1%,-1%&-4%,-10%&6%,-1.1%,-7%&14%
Cc1nn(-c2ccccc2)c(=O)c2noc(C)c12,-5%,-8%,-6%,3%,-2%,-2%,0.0%,2%
O=C(Cn1ncc(Cl)c(Cl)c1=O)N1CCc2ccccc21,-5%,-8%,-23%,-12%,-2%,7%,4.9%,-4%
Cc1nnc(Nc2ccccn2)c2ccccc12,0%,0%,5%,-8%,-3%,2%,-1.0%,-21%
Cc1ccc(C(=O)Oc2oc(-c3ccccc3)nc2C=Nc2ccc(N(C)C)cc2)cc1,-2%,4%,-51%,-7%,-5%,-2%,0.0%,-2%
COCCCNC(=O)CCCn1c(=O)c2ccccc2n(CC(=O)Nc2ccc(C)cc2Cl)c1=O,9%,8%,/,3%,-15%,/,-0.9%,/
CC(C)(C)c1ccc(/C=C/C(=O)Nc2ncccn2)cc1,12%,-1%,-1%,-4%,-1%,0%,-0.9%,10%
CCOC(=O)c1cc(-c2csc(Nc3c(C)cc(C)cc3C)n2)on1,10%,-5%,4%,5%,-1%,-8%,0.4%,-2%
CC1(C)S[C@@H]2[C@H](NC(=O)[C@@H](NC(=O)N3CCNC3=O)c3ccccc3)C(=O)N2[C@H]1C(=O)O,/,/,/,-1%[53 µM],-2%[53 µM],-4%[29.1 µM],-1.4%[16.9 µM],8%[21.7 µM]
Cc1c([N+](=O)[O-])c2ccc(O)cc2n1-c1ccccc1,-4%,-22%,16%,-1%,-2%,2%,-0.8%,-7%
Cc1ccc(CNS(=O)(=O)c2c(C)nc3scc(C)n3c2=O)cc1,1%,2%,/,2%,-1%,/,3.1%,/
NS(=O)(=O)c1cc(C(=O)NCCOc2ccccc2)c(Cl)cc1Cl,0%,0%,-7%,-3%,2%,-7%,1.9%,10%
Nn1c(Cc2ccccc2F)nnc1SCn1nnc2ccccc2c1=O,-2%,2%,-1%[46.1 µM],-11%,-1%,-7%,-3.4%,-3%
COc1ccc(OCC2c3cc(OC)c(OC)cc3CCN2C(=O)C(C)C)cc1 (stereo not given),4%,-10%,-14%,-8%,0%,1%,-1.8%,-7%
O=C(COc1cccc(Cl)c1Cl)Nc1ccc2c(c1)CCC2,?,-14%,8%,-2%,-70%,-2%,8.4%,1%
CN1CCCN(Cc2nc(-c3ccc(Cl)cc3)no2)CC1,-4%,-4%,-15%,4%,-8%,5%,1.2%,11%
O=C(O)CSCc1nc2scc(-c3ccccc3)c2c(=O)[nH]1,-2%,-2%,14%,2%,0%,6%,-4.8%,-7%
O=C(COC(=O)Cc1ccc(-c2ccccc2)cc1)NCc1ccccc1,1%,-8%,-4%,-2%,-2%,-5%,3.2%,-8%
O=C(O)/C=C/C(=O)NCCNc1ncc(C(F)(F)F)cc1Cl,3%,0%,11%,-9%,-5%,-2%,-0.8%[10.1 µM],1%
Cc1ccc(NC(=O)N2CCC(C(=O)NCCC3=CCCCC3)CC2)cc1,-1%,-6%,-10%[46.1 µM],2%,1%,1%,-0.3%,0%
O=C(CCN1C(=O)COc2ccccc21)NCc1ccco1,1%,-1%,-10%[46.1 µM],-22%,1%,0%,-2.1%,5%
O=C(NCCCn1ccnc1)C(=O)NCC(c1ccco1)N1CCN(c2ccccc2)CC1 (stereo not given),-2%,-7%,1%,-1%,-3%,8%,-0.1%,-3%
CCOc1ccccc1NC(=O)N1c2ccccc2Sc2ccccc21,-21%,-26%,/,8%,0%,/,3.9%,/
Cc1c(C(=O)N2CCCc3ccccc32)sc2nc(-c3ccccc3)cn12,0%,-5%,?,6%,-1%,10%,7.7%,-20%

Part of the list above in order of molecular weight, lowest first.
SMILES,Tau FP inhib,Tau fluor cs,NPSR antag,TRb SRC2 PPI,TR SRC2 fluor cs,GLA spleen mod,Epigenetic derep,CBFb-RUNX1 inh
CN1CCCN(Cc2nc(-c3ccc(Cl)cc3)no2)CC1,-4%,-4%,-15%,4%,-8%,5%,1.2%,11%
O=C(O)CSCc1nc2scc(-c3ccccc3)c2c(=O)[nH]1,-2%,-2%,14%,2%,0%,6%,-4.8%,-7%
O=C(COc1cccc(Cl)c1Cl)Nc1ccc2c(c1)CCC2,?,-14%,8%,-2%,-70%,-2%,8.4%,1%
O=C(O)/C=C/C(=O)NCCNc1ncc(C(F)(F)F)cc1Cl,3%,0%,11%,-9%,-5%,-2%,-0.8%[10.1 µM],1%
O=C(COC(=O)Cc1ccc(-c2ccccc2)cc1)NCc1ccccc1,1%,-8%,-4%,-2%,-2%,-5%,3.2%,-8%
CCOc1ccccc1NC(=O)N1c2ccccc2Sc2ccccc21,-21%,-26%,/,8%,0%,/,3.9%,/
Nn1c(Cc2ccccc2F)nnc1SCn1nnc2ccccc2c1=O,-2%,2%,-1%[46.1 µM],-11%,-1%,-7%,-3.4%,-3%
NS(=O)(=O)c1cc(C(=O)NCCOc2ccccc2)c(Cl)cc1Cl,0%,0%,-7%,-3%,2%,-7%,1.9%,10%
COc1ccc(OCC2c3cc(OC)c(OC)cc3CCN2C(=O)C(C)C)cc1 (stereo not given),4%,-10%,-14%,-8%,0%,1%,-1.8%,-7%
O=C(NCCCn1ccnc1)C(=O)NCC(c1ccco1)N1CCN(c2ccccc2)CC1 (stereo not given),-2%,-7%,1%,-1%,-3%,8%,-0.1%,-3%

The list is partial; count on the stated rates, not on these rows.
